Screening results from PubChem.
Artemis endo inh: blocks endonuclease activity of human Artemis | Q96SD1 | recombinant Artemis, quenched FAM hairpin cleavage fluorescence | inhibition, % at 10 µM | actives 0.78% (n = 30,000);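 active = at 10 µM dose, at least 30% inhibition, measured as corrected fluorescence normalized to stimulator and neutral control wells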
Target sequence (Q96SD1 whole entry, looked up): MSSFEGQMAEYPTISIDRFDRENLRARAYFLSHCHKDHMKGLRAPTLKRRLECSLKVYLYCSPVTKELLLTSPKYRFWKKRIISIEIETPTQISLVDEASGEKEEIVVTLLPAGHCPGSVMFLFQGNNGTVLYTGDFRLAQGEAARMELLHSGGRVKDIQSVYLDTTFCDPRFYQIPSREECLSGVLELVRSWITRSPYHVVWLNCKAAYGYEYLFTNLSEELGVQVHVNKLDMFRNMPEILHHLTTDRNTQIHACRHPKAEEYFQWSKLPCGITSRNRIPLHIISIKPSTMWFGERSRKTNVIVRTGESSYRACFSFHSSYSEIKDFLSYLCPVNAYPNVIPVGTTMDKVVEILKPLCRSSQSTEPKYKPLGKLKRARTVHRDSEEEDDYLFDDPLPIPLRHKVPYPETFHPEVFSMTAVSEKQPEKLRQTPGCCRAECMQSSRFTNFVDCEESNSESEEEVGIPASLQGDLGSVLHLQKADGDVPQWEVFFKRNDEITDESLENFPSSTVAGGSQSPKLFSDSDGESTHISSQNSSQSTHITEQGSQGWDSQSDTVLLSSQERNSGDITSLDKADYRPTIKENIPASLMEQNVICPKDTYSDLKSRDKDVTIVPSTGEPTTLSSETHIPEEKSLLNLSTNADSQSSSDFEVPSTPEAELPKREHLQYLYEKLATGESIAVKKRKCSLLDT
* hit, by the source's call. The list is partial, so the mix of outcomes need not match the whole.

SMILES	Artemis endo inh
COc1ccc(-c2nc3ccccc3s2)cc1O	-0.8
CCC(=O)Nc1ccc(-c2nnc(SCc3ccc(C(=O)Nc4nccs4)cc3)n2CC)cc1	-1.3
Oc1ccc2ccccc2c1C=NC12CN3CCN(CN(C3)C1)C2	40.9*
O=C(CCSc1ccc(Cl)cc1)N1CCCCCC1	7.0
Cc1cc2c(=O)n(CC(=O)NCC(=O)N3CCN(Cc4ccccc4)CC3)cnc2s1	-1.8
CCn1c(C(=O)OC)cc2c1ccn2-c1ccc(F)cc1	-6.5
COc1ccc(-c2cc(C(F)(F)F)nc(SCC(=O)N3CC(C)OC(C)C3)n2)cc1OC (stereo unspecified)	-7.3
CCC(C)C(NC(=O)C(C)NC(=O)CNC(=O)CNC(=O)OCc1ccccc1)C(=O)OC (stereo unspecified)	-10.3
CCCN(Cc1ccccc1)S(=O)(=O)c1ccc(N2C(=O)CCC2=O)cc1	-4.4
O=C(COC(=O)c1ccccc1Oc1ccccc1)NCc1ccco1	12.7
Cc1ccccc1NC(=O)c1cccc(Cn2cc(Br)c([N+](=O)[O-])n2)c1	10.4
O=C(NCc1ccccn1)c1ccc(/C=N/O)nc1	0.5
CCCn1c(=N)c(C(=O)NC2CCCC2)cc2c(=O)n3cccc(C)c3nc21	5.3
O=C(N/C=C/c1ccc(Cl)cc1)NCc1ccc(Cl)cc1	3.3
CCOC(=O)c1cc2cc(OC)ccc2[nH]1	3.5
C=CCOC(=O)C1=C(C)NC(SCC(=O)Nc2nccs2)=C(C#N)C1c1ccc(Cl)cc1 (stereo unspecified)	19.0
Cc1ccc(-c2n[nH]c(=S)n2/N=C/C=C\c2ccccc2[N+](=O)[O-])cc1	27.0
CC(C)CN(CC(C)C)C(=O)CC(=O)NC(=O)c1ccc(Cl)cc1	8.2
CCOc1nnc(C)c2c(C)n(-c3cccc(Cl)c3)nc12	-4.8
CC(C)n1nnnc1SCC(=O)Nc1ccccc1N1CCOCC1	-2.6

6 records drawn at random from the list so far:
SMILES	Artemis endo inh
O=C(N/C=C/c1ccc(Cl)cc1)NCc1ccc(Cl)cc1	3.3
CCCN(Cc1ccccc1)S(=O)(=O)c1ccc(N2C(=O)CCC2=O)cc1	-4.4
COc1ccc(-c2nc3ccccc3s2)cc1O	-0.8
C=CCOC(=O)C1=C(C)NC(SCC(=O)Nc2nccs2)=C(C#N)C1c1ccc(Cl)cc1 (stereo unspecified)	19.0
CC(C)CN(CC(C)C)C(=O)CC(=O)NC(=O)c1ccc(Cl)cc1	8.2
CCn1c(C(=O)OC)cc2c1ccn2-c1ccc(F)cc1	-6.5

New compounds follow
SMILES	Artemis endo inh
COc1cc(/C=N\NC(=O)CN2CCOCC2)ccc1OCC(=O)Nc1ccc(C)c(C)c1	2.6
COC(=O)C1CSC(C(=O)OC)N1C(=O)Nc1ccc(Cl)c(Cl)c1 (stereo unspecified)	2.0
COC(=O)c1c(NC(=O)c2c(-c3ccccc3Cl)noc2C)sc2c1CCC2	-2.5
O=C(COC(=O)Cc1cccs1)Nc1ccccc1	8.2
O=C1CCC([N+](=O)[O-])C(c2ccccc2Cl)N1 (stereo unspecified)	-6.8
Cc1cc(NC(=O)c2ccccc2Cl)no1	5.9
CCC1(c2ccc(F)cc2)NC(=O)N(CC(=O)N2CCOCC2)C1=O (stereo unspecified)	2.7
Cc1cc2ncn(CCOc3ccccc3)c2cc1C	0.8
CS(=O)(=O)n1nc(OC(=O)c2cccc3ccccc23)cc1N	4.9
Cn1c(SC2=CS(=O)(=O)c3ccccc32)nc2ccccc21	3.3
CC(C)(C)N1C(=O)c2ccccc2NC(=O)N1Cc1ccccc1	7.8
COc1ccc(CCNc2oc(-c3ccccc3OC)nc2C#N)cc1	7.7
OCCN1CCN(CC#CCn2c3ccccc3c3ccccc32)CC1	5.1
O=[N+]([O-])c1cccc(/C=N\N2CCN(c3ccc(Cl)cc3)CC2)c1	-2.5
Fc1ccc(Sc2cc(Cl)c(-c3ccccc3)nn2)cc1	17.5
CCOc1ccccc1C(=O)N(Cc1ccco1)C1CCS(=O)(=O)C1 (stereo unspecified)	-2.6
CC(C)(C)c1cc(=O)n2c(nc3ccccc32)[nH]1	1.5
O=C(Nc1ccc(NC(=O)C2CCCN2C(=O)OCc2ccccc2)cc1)c1ccco1 (stereo unspecified)	7.0
O=C(CN(c1ccc(F)cc1)S(=O)(=O)c1ccc2c(c1)OCCO2)Nc1cccnc1	2.0
CC(C)C1CC(=O)NC(SCC(=O)Nc2ccc(Br)cc2)=C1C#N (stereo unspecified)	0.6

Given with each value named: entries from further up
CC(C)(C)N1C(=O)c2ccccc2NC(=O)N1Cc1ccccc1
  Artemis endo inh: 7.8
COc1ccc(CCNc2oc(-c3ccccc3OC)nc2C#N)cc1
  Artemis endo inh: 7.7

Further compounds follow.
SMILES	Artemis endo inh
O=C(c1ccc(-n2cnnn2)cc1)N1CCOCC1	-10.9
CCCCCCSC1=C(C#N)C(c2ccc(O)cc2)CC(=O)N1 (stereo unspecified)	-1.7
O=C(C1CCCN(S(=O)(=O)Cc2ccccc2)C1)N1CCc2ccccc21 (stereo unspecified)	3.9
Cc1ccc(S(=O)(=O)NCC(=O)NCc2ccncc2)cc1	-1.8
CCN(CC(=O)Nc1cccc(C(C)=O)c1)S(=O)(=O)c1ccc(OC)cc1	-2.9
CC(C)=C1SC(N2CCCCC2)=NC1=O	-5.5
O=C(Nc1ccccc1C(=O)N1CCOCC1)c1ccco1	-4.8
CCOc1ccc2nc(SC(CC)C(=O)Nc3cc(C)on3)sc2c1 (stereo unspecified)	-0.7
CN1CCC(=NNC(=O)c2ccco2)CC1	-11.4
Cn1c(=O)c2c(-c3ccccc3)n(Cc3cccnc3)cc2n(C)c1=O	5.3
Cc1ccccc1C(=O)N1CCN(c2ccccn2)CC1	-1.4
CS(=O)(=O)N(CC(=O)NCc1ccncc1)Cc1ccc(Cl)cc1	-6.7
CCn1c(SCC(=O)Nc2cccc(NC(=O)c3ccco3)c2)nnc1-c1cccs1	5.2
CC1=C(C(=O)Nc2ccccc2)C2(CCCCC2)C(C#N)=C(S)N1	-3.2
O=C(CN(c1ccc(F)cc1)S(=O)(=O)c1ccc2c(c1)OCCO2)Nc1ccc2c(c1)OCO2	4.3
CC(C)(C)C(=O)CN1C(=O)C2(OCCO2)c2ccccc21	1.2
CN(C)C=Nc1nonc1N	-2.3
CCOc1cc(C2NC(=O)NC(O)(C(F)(F)F)C2C(=O)c2ccc(OC)cc2)ccc1O (stereo unspecified)	7.5
CCC(=O)c1ccc(O)c(CC=C(C)C)c1	4.2
O=C(c1ccc(C#CC2(O)CCCCC2)cc1)N1CCN(Cc2ccccc2)CC1	2.5
C/C=C/c1ccc(Oc2nnnn2-c2ccc(C(N)=O)cc2)c(OC)c1	-3.9
CC1CCC(NC(=O)c2ccc(CS(=O)(=O)Cc3ccccc3F)o2)CC1 (stereo unspecified)	3.7
O=C(CCN1C(=O)c2ccncc2C1=O)NCc1ccc(Cl)cc1	6.1
CCOC(=O)C1C(=O)CC(C)(O)C(C(=O)OCC)C1c1ccco1 (stereo unspecified)	9.5
COc1ccc(-c2nn(CC(=O)Nc3ccc(Cl)c(Cl)c3)c(=O)c3ccccc23)cc1	9.6
Cc1nnc(NC2=NCCC2)s1	3.8
CCOC(=O)c1c(C)n(-c2ccc(C)cc2)c2c(CC(C)=O)c(Br)c(OC)c(O)c12	-1.1
CCOCc1cc(C)[nH]c(=O)c1C#N	2.1
CCN(CC)S(=O)(=O)c1ccc2oc(SCc3ccc(F)cc3)nc2c1	2.2
COc1ccc(CCNC(=O)CSc2nc3cc(Cl)ccc3o2)cc1OC	1.2
O=S(=O)(c1ccc(Cl)s1)N1CCN(Cc2ccccc2)CC1	-7.3
CN(C(=O)c1ccccn1)c1nnc(-c2ccccn2)s1	-4.8
CCOC(=O)c1c(C)oc2c1c(C(c1cccnc1)N1CCCCC1)c(O)c1ccccc12 (stereo unspecified)	9.3
C/C(=C\C(=O)c1ccccc1)NNc1nc2ccccc2s1	-3.9
O=S(=O)(c1ccc(F)c(F)c1)N1CCN(Cc2ccc3c(c2)OCO3)CC1	1.5
O=P(O)(O)c1ccccc1OCc1ccccc1	14.4
CC(Cc1cccs1)NC(=O)Nc1ccc(Cl)cc1 (stereo unspecified)	1.2
CCN1CCCC1CNC(=O)c1c(O)c2c([nH]c1=O)CCCC2 (stereo unspecified)	10.8
CCCCCCCCN1C(=O)N(C)C(N(O)C(=O)NC)C1(C)C (stereo unspecified)	3.0
COc1cc(=O)n2c(n1)SCCC2	-9.6
CSc1nc(-c2ccccc2)nc(N2CCN(C)CC2)c1C(C)=O	9.0
CCOc1ccc(NS(=O)(=O)c2ccc(NS(C)(=O)=O)cc2)cc1	-3.4
Cc1nc(C)n(C(=O)N(c2ccccc2)c2ccccc2)n1	0.9
Cc1cc(NC(=O)CCC(=O)N(c2cccnc2)C(C(=O)NC2CCCC2)c2ccccc2)no1 (stereo unspecified)	-0.8
CCCOc1ccccc1C1C(C(=O)OC)=CN(C(C)C)C=C1C(=O)OC	-3.7
Cc1cc(C)n(-c2nc3c(c(=O)[nH]c(=O)n3C)n2CC(O)COc2ccccc2)n1 (stereo unspecified)	-1.6
COC(=O)C(C(=O)Nc1ncccn1)C1CCCCCC1 (stereo unspecified)	-2.7
O=c1[nH]c2ccccc2n1Cc1ccc(Cl)cc1	8.7
Cc1cc(C(=O)CSc2nnc(-c3ccc(F)cc3)o2)c(C)n1CC1CCCO1 (stereo unspecified)	5.0
CCOC(=O)CC1=C(C(=O)OCC)C(c2ccc(C)o2)C(C#N)=C(N)O1 (stereo unspecified)	-8.4
O=S(=O)(c1cccs1)N1CCN(CC(O)COC2CCCc3ccccc32)CC1 (stereo unspecified)	-4.3
CC(C(=O)N1c2ccccc2CCc2ccccc21)n1nnc(-c2ccc(N(C)C)cc2)n1 (stereo unspecified)	2.1
COc1ccc(Cc2nnc(NC(=O)Cn3cnc4c3c(=O)n(C)c(=O)n4C)s2)cc1OC	-1.5
COc1ccc(OC)c(C(=O)CSc2nnc(Cc3cccs3)n2C)c1	-2.1
COc1ccc(CC(=O)Nc2ccc(-c3cn4cccc(C)c4n3)cc2)cc1OC	-3.3
O=C(CCC1CCCC1)NC1CCCCC1	-6.0
CCCCOCCCNC(=O)/C=C/c1ccccc1Cl	-2.5
COc1ccc(Cl)cc1NC(=O)C(C)Sc1n[nH]c(N)n1 (stereo unspecified)	0.0
O=C(CS(=O)(=O)c1ccccc1)Nc1nc(-c2ccccc2)cs1	12.0
COC(=O)c1c(NC(=O)c2cccs2)sc2c1CCC(C)C2 (stereo unspecified)	1.9

Next part:
SMILES	Artemis endo inh
CCn1ncc(/C=N/NS(=O)(=O)c2ccc(Cl)cc2)c1C	-13.2
COc1cccc(C(c2nnnn2Cc2ccccc2)N2CCN(C(=O)c3ccco3)CC2)c1OC (stereo unspecified)	-8.5
COc1ccc(-c2cnn(-c3ccccc3)c2N)cc1OC	1.7
COC(=O)c1ccccc1NC(=O)CSc1nnc(-c2ccoc2C)n1C	-4.2
CC(=O)C1=C(C)Nc2ncnn2C1c1ccc(Cl)cc1Cl (stereo unspecified)	5.0
Cc1nnc(SC(C)C(=O)Nc2ccc(S(=O)(=O)N3CCCCC3)cc2)s1 (stereo unspecified)	-3.7
COc1ccc(-n2ncc(N(C)n3cccc3)c(Cl)c2=O)cc1	-10.1
CCCNC(=O)C1CCN(c2nc(C)cc(C)n2)CC1	-7.8
Cc1cc(C)c(-c2cc(NC(=O)CSc3n[nH]c(N)n3)n(-c3ccccc3)n2)cc1C	1.8
CCOC(=O)c1sc(NC(=S)NC(=O)c2ccccc2Cl)c(C(=O)OCC)c1C	-3.4
O=C(OCn1ncc(Br)c(Br)c1=O)c1ccccc1Cl	17.3
O=C1OCCC1N1C(=O)c2ccccc2S1(=O)=O (stereo unspecified)	-6.4
Cc1nnc(SCc2c(Cl)cccc2Cl)s1	-5.3
Cc1cccc(NC(=O)c2cccnc2)c1	-7.9
COc1ccc(C2/C(=C(/O)c3ccccc3)C(=O)C(=O)N2CCO)cc1 (stereo unspecified)	0.8
Cc1ccc(NC(=O)c2ccc(CNS(=O)(=O)c3cccc(C(F)(F)F)c3)cc2)cc1	-8.0
CC(=O)N=C1SC2CS(=O)(=O)CC2N1c1c(Cl)cccc1Cl (stereo unspecified)	-1.7
COc1cc(S(=O)(=O)N2CCCCCC2)ccc1Cl	8.9
CCOC(=O)N1CCN(C(=O)C2CCC(CNS(=O)(=O)c3ccccc3)CC2)CC1 (stereo unspecified)	-4.2
COc1ccc(OC)c(/C=N/NC(=O)CC2C(=O)NN=C2C)c1 (stereo unspecified)	-11.5
O=C(CCN1C(=O)C2C3C=CC(C3)C2C1=O)N1CCN(c2cccc(Cl)c2)CC1 (stereo unspecified)	0.1
OCCNCc1cc(Br)ccc1OCc1ccc(Cl)cc1Cl	-7.4
Cc1cccc(-n2nnc3cnn(C)c3c2=O)c1	-4.2
CCOC(=O)Cn1c(=O)c2c(nc3n2CCN3Cc2ccccc2)n(C)c1=O	-2.4
COc1ccc2c(c1)C1(C)CC(C)(C)N2C(=O)N1c1ccccc1 (stereo unspecified)	1.0
CCOc1nc(N=C(N)N)nc2c(C)cccc12	23.1
COc1cc(C2C(C(=O)c3ccc(C)o3)=C(O)C(=O)N2CCc2ccccc2)ccc1O (stereo unspecified)	7.8
CCN(C(=O)CN1CCN(c2ccccc2OC)CC1)c1c(N)n(Cc2ccccc2)c(=O)[nH]c1=O	1.3
COc1ccc(CCN=CC2=C(O)CCCC2=O)cc1OC	-3.0
CCc1cc2c(SCC(=O)c3ccc(Cl)s3)ncnc2s1	7.8
